# Bioassay records from PubChem.
# HDAC3 inh – human HDAC3 inhibition; O15379; recombinant HDAC3, fluorogenic peptide/trypsin coupled, fluorescence; inhibition, % at 8.3 µM; 0.15% of 320,000 active; in the data active means inhibition above about 26%, passing the limit was not always enough; inconclusive means no clear call, values can overlap the other calls
# PolyA inhibitor – yeast polyadenylation inhibition; S. cerevisiae SKY197-pL101 polyadenylation reporter, beta-gal luminescence; efflux-impaired pdr1/pdr3 knockout yeast; score 100 = 6 SD above DMSO; calls only at 12 µM; 0.02% of 300,000 active;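 active means lowest replicate activity score at least 50, where 100 means six control SD above control mean; inconclusive means lowest score under 50 but half or more replicates reach 50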;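 further: yeast exposed to compound for 9 h at 30 °C; higher score means more reporter readthrough which indicates perturbed polyadenylation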
# GSK3A inh – human GSK-3 alpha kinase inhibition; ADP-Glo luminescence, 60 min; P49840; 0.1% of 320,000 active; inhibition, % at 10 µM; AID 2650;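 in the data active means inhibition above about 50%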;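 further: GST-tagged GSK-3 alpha with peptide substrate and 25 µM ATP; 0% = DMSO neutral wells and 100% = GW8510 positive control wells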
# KCNK3 inh – human KCNK3 channel inhibition, primary screen; O14649; CHO-KCNK3 thallium flux, FluxOR fluorescence; active compounds read low; B-score at 10 µM; 0.84% of 340,000 active; AID 602410;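 active means B-score under library mean minus 4 SD, starting fluorescence ratio at most library mean plus 5 SD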;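 further: more negative B-score means stronger inhibition of thallium flux through KCNK3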
# KCNQ1 pot – potentiates or activates the human KCNQ1 potassium channel | P51787 | CHO-K1 KCNQ1, thallium flux FluxOR fluorescence; active compounds read high | B-score at 10 µM | 0.35% of 310,000 active;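 active means fluorescence ratio B-score, a plate-corrected score, at least three library SD, with initial intensity B-score within 5 SD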
#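 assay system = KCNQ1-transfected CHO-K1 cells | medium = assay buffer with matched DMSO | probe or stimulus = depolarizing K+/Tl+ stimulus, K2SO4 and Tl2SO4 each 12.5 mM in 5x stock | dosing = single dose | incubation = dye 90 min, compound 20 min, room temperature | detection = kinetic FluxOR fluorescence, 10 s baseline plus 110 s post-stimulus | evaluation = ratio B score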
# RGS4 pot – RGS4 potentiation or activation; HEK293 M3R/inducible RGS4, carbachol calcium flux Fluo4; active compounds read low; B-score at 10 µM; 0.92% of 310,000 active;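 active means B-score of the integrated calcium signal more than 4 SD below the library mean, with starting fluorescence not abnormally high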;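 further: negative B-score means reduced calcium response which marks RGS4 activation or potentiation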
#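 System – HEK293 FlpIn-TREx cells, stable M3R, doxycycline-inducible RGS4 · Reagent – ECmax carbachol challenge · Times – compound preincubation 20 min at room temperature before agonist · Technique – Fluo4 fluorescence kinetic imaging of calcium · Measure – B score of integrated Fluo4 ratio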
# hERG rescue – hERG (human) protection from proarrhythmic block. CHO-hERG, FluxOR thallium flux, dofetilide IC70 present. 0.51% of 310,000 active. Q12809. activation (rescue from dofetilide block), less the hit threshold, % at 10 µM;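 active means activation above the mean of controls blocked by dofetilide plus 5 SD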;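 further: thallium influx through hERG after potassium depolarization seen as dye fluorescence rise; in these data hits start at about 4.7%; inactives centre near -7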
# Target sequence (Q12809 whole entry, looked up): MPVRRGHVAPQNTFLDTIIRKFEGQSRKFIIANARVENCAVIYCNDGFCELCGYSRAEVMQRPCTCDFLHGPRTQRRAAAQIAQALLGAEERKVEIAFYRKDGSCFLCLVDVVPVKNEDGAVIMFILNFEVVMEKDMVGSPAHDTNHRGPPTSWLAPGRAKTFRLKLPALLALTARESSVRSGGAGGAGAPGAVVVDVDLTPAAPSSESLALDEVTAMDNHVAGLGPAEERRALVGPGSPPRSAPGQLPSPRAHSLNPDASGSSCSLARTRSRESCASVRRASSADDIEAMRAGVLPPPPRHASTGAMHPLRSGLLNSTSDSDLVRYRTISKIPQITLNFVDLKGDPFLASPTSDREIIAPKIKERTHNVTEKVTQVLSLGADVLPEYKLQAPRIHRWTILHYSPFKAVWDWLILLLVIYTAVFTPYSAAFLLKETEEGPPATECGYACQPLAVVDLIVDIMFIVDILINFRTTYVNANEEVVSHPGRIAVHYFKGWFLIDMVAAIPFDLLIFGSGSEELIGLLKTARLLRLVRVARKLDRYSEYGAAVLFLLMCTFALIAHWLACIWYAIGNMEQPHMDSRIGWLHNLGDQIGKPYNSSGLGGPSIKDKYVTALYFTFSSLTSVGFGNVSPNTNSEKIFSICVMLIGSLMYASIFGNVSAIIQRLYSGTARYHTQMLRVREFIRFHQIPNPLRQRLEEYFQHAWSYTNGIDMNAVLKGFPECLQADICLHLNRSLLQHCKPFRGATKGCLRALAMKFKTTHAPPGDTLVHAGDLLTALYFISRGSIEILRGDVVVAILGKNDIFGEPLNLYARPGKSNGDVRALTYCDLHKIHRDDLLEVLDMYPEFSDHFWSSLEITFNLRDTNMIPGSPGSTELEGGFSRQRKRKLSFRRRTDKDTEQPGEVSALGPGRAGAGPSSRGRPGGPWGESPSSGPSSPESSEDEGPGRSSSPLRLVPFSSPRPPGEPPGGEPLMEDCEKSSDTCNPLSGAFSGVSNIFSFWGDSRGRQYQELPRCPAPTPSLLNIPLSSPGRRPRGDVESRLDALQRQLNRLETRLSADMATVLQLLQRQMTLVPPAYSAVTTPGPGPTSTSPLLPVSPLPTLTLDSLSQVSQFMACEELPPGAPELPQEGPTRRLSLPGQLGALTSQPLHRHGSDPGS
# GSK3B inh – human GSK3beta kinase inhibition | GST-GSK3beta kinase, ADP-Glo luminescence, 60 min; active compounds read low | activity score (negative = inhibition), % at 10 µM | 0.038% of 300,000 active;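 active means more than half of replicate wells score below -50%, meaning over 50% inhibition versus plate controls; inconclusive means some replicates but at most half score below -50%; inactive means no replicate scores below -50%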;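 further: 0% = median DMSO wells and -100% = median GW8510 positive control wells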
#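 Assay system: GST-tagged human GSK3beta kinase, cell-free; Input: 1.6 ng GSK3beta; Medium: Tris/MgCl2 kinase buffer; Timing: 60 min enzyme reaction, room temperature; Signal: ADP-Glo luminescence quantifying ADP generated by kinase; Evaluation: score relative to plate controls; Benchmarks: DMSO neutral wells and GW8510 at 20 µM as positive.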
# DYRK1A inh – Dyrk1A (rat) kinase inhibition | Q63470 | ADP-Glo luminescence, NFATc1 peptide | inhibition, % at 12.5 µM | 0.43% of 310,000 active | AID 504441; in the data active means inhibition above about 50%;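 further: plate controls were vehicle with enzyme for no effect and no enzyme for full effect; many of its hits are not listed in these tables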
# KCNQ1 block – inhibitors of human KCNQ1 potassium channel. 1.3% of 310,000 active. CHO-K1 KCNQ1, FluxOR thallium flux fluorescence; active compounds read high. P51787. AID 2642. B-score at 10 µM;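 active means compounds whose thallium flux B-score, printed positive for inhibition, exceeds three library SD while starting fluorescence stays within three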;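 further: channel opened by potassium depolarization with thallium stimulus after 20 min compound exposure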
# KCNK9 block – blocks the human KCNK9 two-pore domain potassium channel. Q9NPC2. HEK293 KCNK9, FluxOR thallium flux fluorescence; active compounds read low. B-score at 10 µM. 1.2% of 310,000 active. AID 488922;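 active means ratio B-score over 3 SD below the library mean, with starting fluorescence within 5 SD of its mean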;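 further: negative B-score means less thallium flux so channel inhibition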
# * = called active by the depositor; i = inactive; ? = inconclusive; . = no result given.
SMILES,HDAC3 inh,PolyA inhibitor,GSK3A inh,KCNK3 inh,KCNQ1 pot,RGS4 pot,hERG rescue,GSK3B inh,DYRK1A inh,KCNQ1 block,KCNK9 block
CC1=Nc2ccccc2N=C(NC(=O)CSC(=S)N2CCCCC2)C1c1ccccc1 (stereo unspecified),?,i,0,i,i,i,-10,2,6,i,i
COc1cc2c(cc1OC)C(C)N(C(=O)c1cc3c(C)cc(C)cc3[nH]1)CC2 (stereo unspecified),-3,i,-1,i,i,i,-5,-3,.,i,i
O=C(N/C(=C\c1ccco1)C(=O)N1CCCC1)c1cccs1,7,i,-2,i,i,i,-10,-3,5,i,i
CCOc1ccc(C(=O)NCCNC(=O)c2ccc(OCC)cc2)cc1,-3,i,0,i,i,i,-9,.,0,i,i
Cc1occc1-c1nnc(SCC(=O)c2cc3ccccc3oc2=O)o1,-1,i,.,i,i,i,-8,0,10,i,i
Cn1c(=O)cc(OCCCC(=O)NCc2ccc3c(c2)OCO3)c2ccccc21,-1,i,0,i,i,i,-10,-1,5,i,i
O=c1ccn(CCCBr)c(=O)[nH]1,-3,i,-1,i,i,i,-3,0,-5,i,i
CCc1nnc(NC(=O)C2Cc3ccccc3CN2S(=O)(=O)c2cccs2)s1 (stereo unspecified),5,i,0,i,i,i,-8,-2,4,i,i
COc1cccc(C2NC(=O)NC(O)(C(F)(F)F)C2C(=O)c2cccnc2)c1OC (stereo unspecified),10,i,-1,i,i,i,-6,-1,6,i,i
NS(=O)(=O)c1ccc(NC(=O)C2COc3ccccc3O2)cc1 (stereo unspecified),-4,i,-2,.,i,i,-7,2,.,i,i
O=C(CCc1nc2ccccc2c(=O)[nH]1)OCc1ccccc1F,-10,i,-2,i,i,i,-5,1,4,i,i
COc1cccc(NC(=O)NCc2c(-c3ccccc3)noc2C)c1,0,i,-1,i,i,i,-13,1,2,i,i
O=C(Cc1c(C(=O)O)[nH]c2ccccc12)NC1CCCC1,?,i,0,i,i,i,-8,0,-3,i,i
CC(C)(C)c1ccc(/C=N/n2cnnc2)cc1,7,i,0,i,i,i,2,-27,.,i,i
CC(C)NC(=S)Nc1ccc2[nH]c(=O)[nH]c2c1,1,i,-2,i,i,i,-5,2,14,i,i
COC(=O)CN(c1ccccc1C)S(C)(=O)=O,-2,i,0,i,i,i,-11,-1,1,i,i
O=c1cc(-c2ccco2)oc2ccc(Cl)cc12,.,i,.,i,i,i,-8,1,4,i,i
CC(C)n1nc(C(=O)NCCc2ccc(S(N)(=O)=O)cc2)c2ccccc2c1=O,1,i,1,i,i,i,-9,-2,0,i,i
C=CCNC(=O)c1ccc2nc(-c3ccccc3)c(-c3ccccc3)nc2c1,-4,i,1,i,i,-8.9*,-11,-1,-2,i,i
N#Cc1cc(C(=O)Cc2ccccc2)c[nH]1,-1,i,1,i,i,i,-8,-1,-6,i,i

# In another format: entries from further up.
# Each structure is followed by: HDAC3 inh	PolyA inhibitor	GSK3A inh	KCNK3 inh	KCNQ1 pot	RGS4 pot	hERG rescue	GSK3B inh	DYRK1A inh	KCNQ1 block	KCNK9 block
- CCOc1ccc(C(=O)NCCNC(=O)c2ccc(OCC)cc2)cc1
  -3	i	0	i	i	i	-9	.	0	i	i
- Cc1occc1-c1nnc(SCC(=O)c2cc3ccccc3oc2=O)o1
  -1	i	.	i	i	i	-8	0	10	i	i
- Cn1c(=O)cc(OCCCC(=O)NCc2ccc3c(c2)OCO3)c2ccccc21
  -1	i	0	i	i	i	-10	-1	5	i	i
- O=c1ccn(CCCBr)c(=O)[nH]1
  -3	i	-1	i	i	i	-3	0	-5	i	i
- CCc1nnc(NC(=O)C2Cc3ccccc3CN2S(=O)(=O)c2cccs2)s1 (stereo unspecified)
  5	i	0	i	i	i	-8	-2	4	i	i
- COc1cccc(C2NC(=O)NC(O)(C(F)(F)F)C2C(=O)c2cccnc2)c1OC (stereo unspecified)
  10	i	-1	i	i	i	-6	-1	6	i	i
- NS(=O)(=O)c1ccc(NC(=O)C2COc3ccccc3O2)cc1 (stereo unspecified)
  -4	i	-2	.	i	i	-7	2	.	i	i

# The results go on:
SMILES,HDAC3 inh,PolyA inhibitor,GSK3A inh,KCNK3 inh,KCNQ1 pot,RGS4 pot,hERG rescue,GSK3B inh,DYRK1A inh,KCNQ1 block,KCNK9 block
NC(=Nc1ccc(Cl)cc1)c1ccccc1,0,i,-2,i,i,i,-4,2,-13,i,i
Cc1ccccc1C(=O)N1CCc2cc(-c3nc(NC(=O)Cc4ccc5c(c4)OCO5)sc3C)ccc21,7,i,-1,i,i,i,-2,1,0,i,i
Cc1ccc(C(=O)N/N=C2\CCSC2)cc1[N+](=O)[O-],3,i,-1,i,i,i,-9,2,-1,i,i
CC(C)c1nc2sc3ccccc3c(=O)c2c(=O)n1Cc1ccccc1,5,i,-1,i,i,i,-3,1,-2,6*,i
O=C(/C=C/c1ccccc1)c1ccoc1,8,i,.,i,i,i,-11,2,4,i,i
Oc1ccc(-c2csc(NCc3ccco3)n2)cc1,3,i,5,i,i,i,-5,-1,52*,i,i
CC(O)[C@H]1CNC(=O)C(=O)N1CCCCC1CCCCC1 (stereo partly specified),5,.,1,i,i,i,-9,-2,-3,i,i
O=C(COc1ccc(Cl)cc1)NCCC1=CCCCC1,.,i,-2,i,i,i,-4,2,.,i,i
Cc1[nH]c2ccccc2c1C(=O)CN1CCC(C(N)=O)(N2CCCCC2)CC1,-3,i,-1,i,i,i,-9,2,1,i,i
CC(=O)c1ccc(NC(=O)CSc2ccc3nnc(-c4ccccn4)n3n2)cc1,-4,i,-1,i,i,i,-7,0,6,i,i
CCn1nc(C)c(/C=N/NC(=O)c2ccc3c(c2)c(C)c(C)n3Cc2ccccc2)c1C,6,i,-3,i,i,-8.3*,-1,-5,5,i,-15*
CCCc1c(C(=O)N/N=C/c2ccco2)nnn1-c1nonc1N,-3,i,8,i,i,i,-4,-1,0,i,i
COc1cccc(NC(=O)c2ccc(S(=O)(=O)N3CCCC3)cc2)c1,-4,i,-1,i,i,i,-5,-2,-2,i,i
CC1=NN(c2ccccc2)C(=O)C1C(=O)c1ccc(Cl)cc1 (stereo unspecified),-1,i,-3,i,i,i,-2,5,2,i,i
COc1ccccc1-n1c(=O)c2c3c(sc2n2c(SC)nnc12)CCC3,-11,i,.,i,i,i,-5,0,0,i,i
O=S(=O)(/N=C(\c1ccccc1)N1CCOCC1)c1ccc(Cl)cc1,2,i,-2,i,i,i,-6,-2,0,i,i
Cc1csc(NC(=O)Cn2nc(C)c([N+](=O)[O-])c2C)n1,7,i,-1,i,i,i,-3,0,2,i,i
COc1cccc(-c2cc(C(F)(F)F)nc(-n3cncn3)n2)c1,2,i,-1,i,i,i,-9,1,5,i,i
Cn1c(CCC(=O)Nc2ccccc2F)nnc1SCC(=O)Nc1ccccc1Cl,-3,i,-1,i,i,i,-7,3,-4,i,i
COc1cc(C(=O)N2C(=O)CCC2=O)cc(OC)c1OC,2,i,0,i,i,i,-1,-3,0,i,i
CCC(C(=O)NCCC1=CCCCC1)c1ccccc1 (stereo unspecified),-1,i,-1,i,i,i,-6,0,6,i,i
COc1ccccc1NC(=O)CN(c1ccccc1OC)S(=O)(=O)c1ccccc1,5,i,0,i,i,i,-15,1,-5,i,i
C/C(=N\NC(=S)NC(C)C)c1ccccc1,-5,i,-2,i,i,i,-12,3,4,i,i
COc1ccc2[nH]c3c(c2c1)CCN1C(=O)N([C@@H](C)C(=O)NCc2ccco2)C(=O)[C@]31C,-3,i,1,i,i,i,-4,-1,-8,i,i
Cc1ccc(C(=O)O/N=C(\N)Cc2cccs2)cc1[N+](=O)[O-],0,i,2,i,i,i,-3,-19,-2,i,i
Cc1cccc(NC(=O)C2CCCN(S(=O)(=O)c3cccs3)C2)c1C (stereo unspecified),2,i,0,i,i,i,-10,-1,2,i,i
CNC(=S)NNC(=O)COc1ccccc1C,0,i,-1,i,i,i,0,1,-7,i,i
NC(=O)COc1ccc(-n2cnnn2)cc1,-2,i,-3,i,i,i,-12,1,4,i,i
O=C(CSc1n[nH]c(-c2cccnc2)n1)Nc1ccccc1,-2,i,1,i,i,i,-6,0,-2,i,i
Cc1ccc(-c2n[nH]c(=S)n2/N=C/c2c(C)[nH]n(-c3ccccc3)c2=O)cc1,10,i,-4,i,i,i,-16,-4,1,i,i
COc1ccc(N2CCN(C(=O)c3cccc(NC(=O)c4ccco4)c3)CC2)cc1,-8,i,-1,i,i,i,-13,-3,-2,i,i
O=P(CCNCc1ccco1)(c1ccccc1)c1ccccc1,3,i,0,i,i,i,-15,-3,-8,i,i
O=Cc1cn(CCOc2ccccc2)c2ccccc12,4,i,0,i,i,i,-10,-1,13,i,i
CC(C)C(=O)Nc1nnc(CCc2nnc(NC(=O)C(C)C)s2)s1,2,i,1,i,i,i,-7,2,1,i,i
CCOc1ccc(Nc2ncnc(N)n2)cc1,1,i,-1,i,i,i,0,2,-7,i,i
COc1ccc(CNCc2c(C(=O)N(C)C)nc3ccc(Cl)cn23)c(OC)c1,-1,i,1,i,i,i,-7,1,-1,i,i
CCCN(CCC)C(=O)Cn1c(=O)n(CCCCC(=O)NC2CCCC2)c(=O)c2ccccc21,-2,i,-3,i,i,i,-14,3,0,i,i
COCCNC(=O)CN(c1ccccc1OC)S(C)(=O)=O,0,i,-3,i,i,i,-2,2,-3,i,i
Clc1ccc(/C(Cc2nc3ccccc3[nH]2)=N\Nc2ccccc2)cc1,-1,i,0,i,i,i,-15,-4,7,9*,-7.2*
Cc1ccc(NC(=O)c2sc(N)nc2-c2ccc([N+](=O)[O-])cc2)cc1C,-1,i,-2,i,i,i,-14,0,-5,i,i
O=C(NC12CC3CC(CC(C3)C1)C2)N1CCN(C(=O)c2ccco2)CC1,0,i,-4,i,i,i,-6,0,1,i,i

# KCNQ1 block, entries above that show a hit.
Molecule	HDAC3 inh	PolyA inhibitor	GSK3A inh	KCNK3 inh	KCNQ1 pot	GSK3B inh	DYRK1A inh	KCNQ1 block	KCNK9 block
CC(C)c1nc2sc3ccccc3c(=O)c2c(=O)n1Cc1ccccc1	5	i	-1	i	i	1	-2	6*	i
Clc1ccc(/C(Cc2nc3ccccc3[nH]2)=N\Nc2ccccc2)cc1	-1	i	0	i	i	-4	7	9*	-7.2*

# Some of the compounds tested (hit frequency here may not be typical).
